Assay outcomes as filed in PubChem.
PKA-R2B act – activates the human PKA-R2B holoenzyme complex. activation, % at 11.4 µM. hit rate 0.079% among 340,000. PKA-R2B holoenzyme dissociation, Cy5-IP20 fluorescence polarization; R2B truncated from residue 108, S112A mutant; 0% DMSO only, 100% 113 µM cGMP;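 active = activation above a cutoff set at the mean over all compounds plus 3 SD, cut at about 18% in these data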;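 also: higher means more holoenzyme dissociation and a rise in polarization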
C-LANA FP – blocks KSHV LANA C-terminal domain binding to DNA | AID 504423 | inhibition, % at 9 µM | hit rate 0.078% among 340,000 | MBP-C-LANA/FAM-LBS DNA binding, fluorescence polarization;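 active = highest replicate inhibition at or above 60% at 9 µM, even if other replicates fall short; inactive = all replicates below 60% inhibition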;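 also: 0% = neutral control wells and 100% = 4 µM acridine orange control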
DAGLB inhibitor – diacylglycerol lipase beta (human) inhibition; Q8NCG7; HEK293T DAGLB membrane lysate, EnzChek fluorogenic substrate; inhibition, % at 5.17 µM; hit rate 0.059% among 340,000; in the data active = inhibition above about 34%;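 also: 0% = enzyme with vehicle and 100% = wells lacking enzyme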
Target sequence (Q8NCG7 whole entry, looked up): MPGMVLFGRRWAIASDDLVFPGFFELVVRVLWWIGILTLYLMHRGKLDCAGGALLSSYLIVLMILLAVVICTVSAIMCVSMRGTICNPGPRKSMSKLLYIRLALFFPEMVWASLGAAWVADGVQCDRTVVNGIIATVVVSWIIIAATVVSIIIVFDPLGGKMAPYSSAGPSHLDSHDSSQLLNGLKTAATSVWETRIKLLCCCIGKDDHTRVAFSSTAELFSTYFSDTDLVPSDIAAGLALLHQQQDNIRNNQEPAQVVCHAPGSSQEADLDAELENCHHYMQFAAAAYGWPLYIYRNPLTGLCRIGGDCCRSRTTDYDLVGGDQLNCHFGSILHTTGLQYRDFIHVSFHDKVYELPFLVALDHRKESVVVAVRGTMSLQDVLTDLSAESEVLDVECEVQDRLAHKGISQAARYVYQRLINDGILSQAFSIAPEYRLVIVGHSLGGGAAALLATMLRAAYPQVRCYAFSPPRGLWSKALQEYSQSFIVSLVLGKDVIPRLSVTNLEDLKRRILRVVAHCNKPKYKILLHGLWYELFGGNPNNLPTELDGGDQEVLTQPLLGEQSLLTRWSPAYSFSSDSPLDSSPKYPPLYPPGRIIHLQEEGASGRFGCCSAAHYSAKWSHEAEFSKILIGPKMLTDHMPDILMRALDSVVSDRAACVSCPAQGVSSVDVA
SR-BI uptake up – activators of SR-BI mediated HDL lipid uptake; CHO ldlA[mSR-BI] cells, DiI-HDL uptake fluorescence, 3 h; 100 = double the neutral-control signal; activation, % at 12.5 µM; hit rate 0.096% among 320,000;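 active = mean replicate activation of at least 60% and every replicate at or above 60%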;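 also: 0% = median plate neutral-control signal and 100% = twice that signal; values of inactives mirror those of a sister screen read the other way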
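Test system: SR-BI-overexpressing, LDLR-lacking CHO cells; Also added: labelled HDL, 10 µg/mL; Measured by: bottom-read cell fluorescence after medium removal, ex 550/em 595 nm; Timing: 3 h uptake period with compound, 37 °C; Buffer or medium: F12, 0.5% BSA, 25 mM HEPES; Doses: single compound concentration, delivered by pin transfer.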
CAL PDZ FP-1 – inhibitors of human CAL PDZ peptide binding; Q9HD26; purified CAL PDZ, TMR-peptide fluorescence polarization, 1 h; inhibition, % at 20 µM; hit rate 0.02% among 330,000; AID 504414;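 active = highest replicate inhibition of at least 40%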;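 also: plate controls were DMSO neutral control wells for no effect and unlabeled competitor peptide control wells for full effect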
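System: tagged CAL PDZ domain. Schedule: 1 h room-temperature incubation prior to read. Signal: fluorescence polarization (mP). Measure: percent inhibition from loss of millipolarization.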
Rtt109 Vps75 – C. albicans Rtt109 histone acetyltransferase inhibition. purified Rtt109/Vps75, ThioGlo CoA-SH fluorescence, 4 h. inhibition, % at 34.9 µM. hit rate 0.16% among 330,000. AID 540336;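 active = inhibition of at least 50% in every replicate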
Target sequence (Q5AAJ8 whole entry, looked up): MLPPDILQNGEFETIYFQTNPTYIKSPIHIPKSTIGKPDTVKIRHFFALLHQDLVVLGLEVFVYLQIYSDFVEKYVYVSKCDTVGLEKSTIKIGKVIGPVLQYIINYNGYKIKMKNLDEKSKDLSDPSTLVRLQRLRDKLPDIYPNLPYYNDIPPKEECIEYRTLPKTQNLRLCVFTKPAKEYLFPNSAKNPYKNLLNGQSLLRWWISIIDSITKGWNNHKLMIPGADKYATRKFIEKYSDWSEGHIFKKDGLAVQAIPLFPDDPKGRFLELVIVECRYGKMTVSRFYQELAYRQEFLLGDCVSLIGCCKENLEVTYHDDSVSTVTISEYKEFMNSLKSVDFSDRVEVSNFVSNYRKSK
cardiac RTF act – increases calcium sensitivity of human cardiac regulated thin filaments | P19429+P45379 | IANBD-labeled TnC RTF fluorescence at EC20 calcium; 0% EC20 calcium, 100% full calcium | activation, % at 7.2 µM | hit rate 0.24% among 340,000 | AID 493008;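 active = activation above the mean over all tested compounds plus 3 SD, cut at about 30% in these data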;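 also: rise in fluorescence read as greater calcium sensitivity of cardiac thin filaments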
CAL PDZ FP-2 – inhibitors of human CAL PDZ peptide binding; Q9HD26; purified CAL PDZ, TMR-peptide fluorescence polarization, 1 h; inhibition, % at 24.9 µM; hit rate 0.92% among 300,000; AID 602252;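 active = mean inhibition of at least 30% with at least half of replicates also reaching 30%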;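 also: 0% = DMSO neutral control and 100% = excess unlabeled competitor peptide PRC23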
Keap1-Nrf2 PPI – disrupts human Keap1 binding to Nrf2 peptide | Q14145 | Keap1 Kelch-Nrf2 peptide fluorescence polarization, 1536-well | inhibition, % at 9.4 µM | hit rate 0.15% among 340,000 | AID 504523; in the data active = inhibition above about 12%;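 also: human Keap1 Kelch domain with fluorescein labeled Nrf2 9mer peptide probe; 0% = neutral control wells and 100% = peptide positive control; higher means more block of Keap1 binding to Nrf2 peptide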
Cardiac RTF inh – cardiac RTF calcium desensitization | P19429+P45379 | IANBD-labeled cardiac RTF, Ca2+ fluorescence | inhibition, % at 7.15 µM | hit rate 0.12% among 340,000 | AID 493244;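 active = inhibition above the mean inhibition of all tested compounds plus 3 SD, cut at about 17% in these data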;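 also: assay run at fixed EC70 calcium of 1.6 mM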
* marks the source's active call; other numbers are inactive results; . = no result given.

no.	structure	PKA-R2B act	C-LANA FP	DAGLB inhibitor	SR-BI uptake up	CAL PDZ FP-1	Rtt109 Vps75	cardiac RTF act	CAL PDZ FP-2	Keap1-Nrf2 PPI	Cardiac RTF inh
1	COC(=O)c1ccc(NC(=O)CCN2CCOCC2)cc1	2.7	-1.5	-3.5	12.5	-0.4	11.5	-6.2	-5.3	3.4	0.0
2	O=C(CCCCCn1c(=S)[nH]c2ccc(N3CCOCC3)cc2c1=O)NCc1cccc(Cl)c1	-4.3	0.2	16.3	-27.1	0.4	-4.6	2.9	-0.3	-2.0	2.2
3	Nc1nonc1-n1nnc(C(=O)N/N=C/C2CC=CCC2)c1CSc1ccccc1 (stereo not drawn)	-2.0	0.0	-8.8	20.2	-0.4	7.0	-1.6	-1.4	0.0	4.5
4	CC1(C)Cc2c(c(-c3ccco3)nc3sc4c(NCCCO)ncnc4c23)CO1	-18.0	-3.0	3.2	.	-4.7	9.6	4.9	1.3	-2.3	-5.7
5	Cc1nc2ccccc2cc1OCc1ccccc1	0.7	-0.6	-4.5	-0.9	-2.3	-0.1	-0.5	-21.9	-6.2	-4.7
6	Cc1noc(C)c1COC(=O)c1ccc2c(c1)OCO2	-5.3	0.5	-4.4	11.8	-2.0	-0.8	3.1	-0.8	0.6	2.1
7	Cc1ccc(C(=O)NC(NCc2ccco2)C(Cl)(Cl)Cl)cc1 (stereo not drawn)	-6.7	-0.8	-0.8	11.1	-2.5	9.7	1.0	0.8	3.1	-7.4
8	c1ccc(Oc2cc(-c3ccccc3)ncn2)cc1	-12.6	0.9	-6.9	20.3	-1.5	-13.0	2.6	.	-0.1	-7.0
9	Cc1ccc(N2C(N)=C(C#N)C(c3cccs3)C3=C2CC(C)(C)CC3=O)cc1 (stereo not drawn)	3.0	-0.2	-1.1	-58.8	-1.6	1.0	0.5	4.6	-1.6	-1.1
10	O=C(CCn1c(=O)c2cccn2c2ccc(F)cc21)NCc1cccc(F)c1	7.9	-0.8	-1.7	-14.7	-1.7	-0.7	-3.5	-0.1	-4.3	-4.5
11	O=C(COC(=O)C1(c2ccccc2F)CCCC1)NCc1ccc2c(c1)OCO2	-16.9	-2.4	-2.7	31.7	-2.3	-4.5	-3.3	-4.4	2.0	1.9
12	CC1CCCN(c2ccc(/C=C(\C#N)c3nn(-c4ccccc4)c(N)c3C#N)cc2[N+](=O)[O-])C1 (stereo not drawn)	9.3	0.4	21.6	-36.5	0.4	-3.7	-0.7	-2.0	0.7	4.2
13	Cc1ccc(NC(=O)C(C)S)cc1 (stereo not drawn)	2.0	-2.2	-12.2	15.7	-0.8	8.8	-1.2	-4.0	0.6	0.1
14	N#Cc1ccccc1S(=O)(=O)N1CCN(c2nc(-c3cccnc3)nc3ccccc23)CC1	1.8	-0.7	0.5	8.4	-1.0	-2.8	-9.6	-3.4	-2.4	-5.4
15	O=CN1CCN(S(=O)(=O)c2ccc(Cl)c(C(=O)O)c2)CC1	-6.9	0.3	-2.4	18.2	-2.1	-7.4	-8.7	-6.1	-0.9	-0.6
16	O=CN1CCN(S(=O)(=O)c2ccc(S(=O)(=O)NC3CCCCC3)cc2)CC1	8.7	-8.3	-0.8	9.7	0.0	7.1	-7.2	-7.3	-0.9	-5.4
17	Cc1c(OCC(=O)N(C)c2ccccc2)ccc2c3c(c(=O)oc12)CCC3	-5.2	-0.1	5.3	.	-4.1	-3.6	-3.0	-1.1	-3.2	8.9
18	Cc1cc(NC(=O)c2ccc(F)c(S(=O)(=O)N3CCCCC3)c2)no1	-0.9	0.1	-1.6	-21.5	-2.3	-17.2	4.0	-1.7	-2.1	-0.2
19	CC(C)CCOc1ccc(C2(C)NC(=O)N(CN3CCOCC3)C2=O)cc1 (stereo not drawn)	12.1	1.3	5.1	-2.1	-1.2	12.7	-10.5	-2.4	4.2	6.2
20	CCN(CC)S(=O)(=O)c1ccc2c(c1)nc(-c1ccccn1)n2C	1.9	1.4	-2.1	.	-1.7	3.2	-1.3	-3.1	0.1	-2.5

An excerpt from above, limited to Rtt109 Vps75, CAL PDZ FP-2 and Cardiac RTF inh:
| nr | molecule | Rtt109 Vps75 | CAL PDZ FP-2 | Cardiac RTF inh |
| --- | --- | --- | --- | --- |
| 19 | CC(C)CCOc1ccc(C2(C)NC(=O)N(CN3CCOCC3)C2=O)cc1 (stereo not drawn) | 12.7 | -2.4 | 6.2 |
| 20 | CCN(CC)S(=O)(=O)c1ccc2c(c1)nc(-c1ccccn1)n2C | 3.2 | -3.1 | -2.5 |

Next section:
no.	structure	PKA-R2B act	C-LANA FP	DAGLB inhibitor	SR-BI uptake up	CAL PDZ FP-1	Rtt109 Vps75	cardiac RTF act	CAL PDZ FP-2	Keap1-Nrf2 PPI	Cardiac RTF inh
21	Cc1ccccc1NC(=O)CSc1nc(COc2ccccc2)nc2ccccc12	5.2	0.4	-1.8	-29.5	-2.9	-0.5	-4.2	0.5	-3.5	7.1
22	CC(C)(C)NC(=O)c1cccc(NC(=O)CSc2ccc(Cl)cc2)c1	-13.7	0.6	-2.8	44.7	-1.1	14.0	9.1	-3.8	-1.1	-2.3
23	CCc1nnc(SCC(=O)Nc2ccc(N3CCOCC3)cc2)o1	-1.7	-2.2	-1.5	-1.7	0.2	-4.2	-4.4	2.0	3.0	0.7
24	CC(=O)N1CCCN(Cc2cn(-c3cccc(C)c3)nc2-c2cccc(F)c2)CC1	-7.6	-1.8	-0.3	-28.4	-0.7	42.5	-4.1	-2.4	0.7	2.6
25	CC1CCCC(C)N1C(=O)CSc1nnc(-c2ccco2)n1C (stereo not drawn)	-1.3	1.7	-2.5	.	-2.5	.	-1.6	-20.7	-4.2	-6.0
26	CC(=O)Oc1cccc(N2C(=O)C3C4C=CC(CC4)C3C2=O)c1 (stereo not drawn)	-9.4	-2.0	-2.6	19.5	-1.7	-3.8	4.0	-0.6	-2.6	0.3
27	Cc1ccc(/C=N/NC(=O)c2ccco2)cc1	.	0.2	.	-6.9	-2.2	-15.8	.	.	-2.0	.
28	CN(C(=O)c1ccccc1C(=O)c1ccccc1)C1CCS(=O)(=O)C1 (stereo not drawn)	-2.4	-0.6	-2.6	14.8	-2.8	-6.2	6.4	-0.8	-5.6	-4.7
29	Cc1ccc(Cn2c(SC3CCOC3=O)nc3ccccc3c2=O)cc1 (stereo not drawn)	-8.7	-0.7	2.6	22.6	0.0	7.0	-4.3	-5.2	1.0	-7.0
30	CCCn1nnnc1NCc1ccccc1Cl	0.5	-0.8	-0.6	-6.3	-1.4	-1.1	-3.3	-10.0	-1.5	-3.8
31	CC(C)(C)NC(=O)C(c1ccccn1)N(C(=O)c1csnn1)C1CCCCC1 (stereo not drawn)	7.6	-0.7	-0.6	13.0	-0.3	2.4	12.6	0.7	3.1	2.5
32	Cc1nn(Cc2ccc(Cl)c(Cl)c2)c(C)c1NC(=O)c1cn(-c2ccccc2)nc1-c1ccccc1	-5.7	-0.2	2.1	-29.1	-1.0	2.1	-4.7	-0.2	3.3	-2.6
33	CCCn1c(C)cc(C(=O)COC(=O)c2cc(S(=O)(=O)NCC(C)C)c(Cl)cc2Cl)c1C	-9.0	-0.5	-6.2	-66.1	0.2	-3.3	-3.4	.	-1.8	-2.4
34	Cc1cc(NC(=O)c2ccc(F)cc2)n(-c2ccccc2)n1	4.5	-1.5	-4.5	-12.5	0.5	-7.8	-6.4	.	-1.7	-5.9
35	CCc1ccccc1-n1c(SCC(=O)NC)nnc1-c1ccco1	-6.7	-0.1	0.1	10.4	0.9	-1.2	-3.0	.	2.3	-2.4
36	COc1ccc(NC(=O)COC(=O)CC2Sc3ccccc3NC2=O)cc1 (stereo not drawn)	-8.5	-2.5	0.8	2.9	-2.3	4.8	-4.8	3.4	-1.4	2.6
37	O=C(/C=C/c1cccc(F)c1)NCc1ccc2c(c1)OCO2	-4.2	-0.6	-7.5	.	-2.7	-2.7	-2.5	.	-2.7	-3.1
38	N#Cc1nc(-c2ccco2)oc1NCCCn1ccnc1	8.1	1.8	-4.9	3.3	-0.1	2.9	-2.0	-2.4	-1.8	-33.5
39	N#C/C(=C\c1cn(Cc2ccc(C#N)cc2)c2ccccc12)C(=O)NCc1cccs1	-3.7	.	0.6	-3.3	-2.3	-20.1	6.7	-1.1	.	-6.2
40	CC1CN(c2nc(-c3ccccc3)nnc2-c2ccccc2)CC(C)O1 (stereo not drawn)	-9.5	1.0	-7.4	-46.0	-1.4	1.8	4.6	-3.7	1.0	-23.8
41	COc1ccc(C(CNC(=O)c2ccc(NS(=O)(=O)c3ccccc3)cc2)N2CCOCC2)cc1 (stereo not drawn)	2.8	-1.8	-0.2	38.2	-2.5	9.1	2.4	6.0	1.0	-9.2
42	COc1cc(OC)cc(C(=O)N[C@H](C(=O)NCc2ccc(F)cc2)C(C)C)c1	0.8	-1.3	-3.7	3.7	-1.9	6.1	0.2	-7.2	2.8	-1.8
43	CC(=O)Nc1cc(C(=O)N2CCCC2)ccc1S(=O)(=O)c1ccc(Cl)cc1	-0.3	-0.6	-6.9	-3.3	-0.2	-8.7	-3.6	-8.9	-1.2	-2.8
44	COc1ccc(/C=N/NC(=O)Cn2ccnc2C)cc1OC	.	-0.7	.	4.8	-1.0	-3.9	.	.	4.0	.
45	C=CCN=c1sc(C(=O)OC)cc(=O)n1CC=C	-1.6	0.3	-0.5	30.3	1.6	2.8	-1.3	.	-8.3	-7.2
46	COC(=O)c1cc(NC(=O)c2cc(C)oc2C)cc(C(=O)OC)c1	7.2	-0.2	-5.4	-57.4	-4.4	3.5	6.2	-2.7	-6.4	-7.2
47	CCC(OC(=O)c1ccco1)C(=O)NCc1ccco1 (stereo not drawn)	-6.9	1.8	-1.1	21.2	-1.0	1.9	5.0	-0.1	-2.7	-12.0
48	CC(C)(C)OC(=O)NNC(=O)NC12CC3CC(CC(C3)C1)C2	-0.3	2.3	1.4	8.1	-4.3	16.4	-0.5	-2.6	-6.8	-8.4
49	O=C(O)c1cccc(NC(=O)c2ccc(Cl)c(S(=O)(=O)N3CCCCCC3)c2)c1	-4.7	0.9	1.9	5.7	-3.0	.	-6.8	-5.6	4.1	5.7

Single entries from above:
Cardiac RTF inh, `COc1cc(OC)cc(C(=O)N[C@H](C(=O)NCc2ccc(F)cc2)C(C)C)c1` is entered as -1.8
Keap1-Nrf2 PPI, `O=C(O)c1cccc(NC(=O)c2ccc(Cl)c(S(=O)(=O)N3CCCCCC3)c2)c1` is entered as 4.1
DAGLB inhibitor, `COc1ccc(C(CNC(=O)c2ccc(NS(=O)(=O)c3ccccc3)cc2)N2CCOCC2)cc1` (stereo not drawn) is entered as -0.2
Rtt109 Vps75, `CCC(OC(=O)c1ccco1)C(=O)NCc1ccco1` (stereo not drawn) is entered as 1.9
Rtt109 Vps75, `COc1ccc(/C=N/NC(=O)Cn2ccnc2C)cc1OC` is entered as -3.9
